# Screens as filed in PubChem BioAssay.
# NLRP3 yeast inh – blocks the NALP3 inflammasome reconstituted in yeast; inhibition, % at 10 µM; hit rate 0.39% among 330,000; Yeast reconstituted NLRP3/ASC/caspase-1, beta-gal luminescence, 24 h;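 active means inhibition of 50% or more; inactive means inhibition below 50%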;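 further: plate controls were induced DMSO wells for no effect and uninduced yeast grown without galactose for full effect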
# UPR CHOP act – apoptotic UPR (CHOP) activation; CHO-CHOP luciferase reporter, luminescence; percent of tunicamycin response over DMSO baseline; activation, % at 10 µM; hit rate 0.34% among 330,000; AID 449763;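 active means at 10 µM dose, activation of 40% or more, normalized to positive control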;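 further: 100% = tunicamycin at 10 µg/mL and 0% = DMSO alone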
#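 Assay system: CHO cells with stable CHOP pathway luciferase reporter; Buffer or medium: F12 plus 10% serum; Times: 16-18 h cell attachment, then 6 h compound exposure, 37 °C; Signal: luciferase luminescence; Read-out basis: percent activation relative to tunicamycin control; Control set: tunicamycin high control, DMSO low control.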
# Mdm2 MdmX PPI – disrupts the human Mdm2-MdmX interaction; O15151+Q00987; SaOS-2 split-luciferase Mdm2/MdmX complementation, luminescence; hit rate 3% among 330,000; inhibition, % at 8 µM; AID 485346;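 active means inhibition of at least 50% at 8 µM in the primary screen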
# Target sequence (O15151 whole entry, looked up): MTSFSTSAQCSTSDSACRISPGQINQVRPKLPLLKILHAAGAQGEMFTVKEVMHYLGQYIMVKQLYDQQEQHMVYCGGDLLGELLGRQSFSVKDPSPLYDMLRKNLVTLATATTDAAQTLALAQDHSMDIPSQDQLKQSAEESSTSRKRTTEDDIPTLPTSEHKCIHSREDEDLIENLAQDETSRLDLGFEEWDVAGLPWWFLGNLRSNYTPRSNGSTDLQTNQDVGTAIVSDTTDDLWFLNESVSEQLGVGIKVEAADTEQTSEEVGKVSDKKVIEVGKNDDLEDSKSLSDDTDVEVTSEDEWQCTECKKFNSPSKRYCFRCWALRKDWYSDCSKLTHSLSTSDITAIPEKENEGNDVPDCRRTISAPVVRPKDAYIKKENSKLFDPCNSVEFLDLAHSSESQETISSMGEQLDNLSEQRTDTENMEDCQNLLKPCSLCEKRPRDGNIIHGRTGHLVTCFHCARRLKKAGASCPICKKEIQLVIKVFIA
# Target sequence (Q00987 whole entry, looked up): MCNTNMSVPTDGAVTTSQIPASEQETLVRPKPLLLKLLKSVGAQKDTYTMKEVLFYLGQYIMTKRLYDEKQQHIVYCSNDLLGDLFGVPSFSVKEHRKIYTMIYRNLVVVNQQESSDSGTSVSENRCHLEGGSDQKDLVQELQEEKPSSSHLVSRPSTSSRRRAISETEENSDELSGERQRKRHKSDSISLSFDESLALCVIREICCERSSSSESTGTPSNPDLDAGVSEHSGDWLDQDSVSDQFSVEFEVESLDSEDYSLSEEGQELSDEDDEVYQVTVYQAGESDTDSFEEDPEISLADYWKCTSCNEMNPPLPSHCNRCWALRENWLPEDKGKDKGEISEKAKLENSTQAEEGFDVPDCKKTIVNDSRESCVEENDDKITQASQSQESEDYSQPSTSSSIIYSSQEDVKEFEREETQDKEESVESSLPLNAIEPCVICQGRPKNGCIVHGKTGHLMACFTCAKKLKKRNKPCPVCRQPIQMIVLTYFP
# APJ agonist – activates the human apelin receptor APJ. P35414. CHO-K1 APJ PathHunter beta-arrestin, luminescence; 0% DMSO wells, 100% apelin. activation, % at 20 µM. hit rate 0.11% among 330,000;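 active means activation more than six SD over the plate average, tested at 20 µM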;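 further: 0% = DMSO alone and 100% = apelin-13 at 10 nM; some results filed as inactive read as strong as hits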
#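 Assay system: CHO-K1 cells stably expressing ProLink-tagged human APJ and arrestin–beta-gal acceptor. Compound dosing: 20 µM single point, 1% DMSO. Times: 16-18 h seeding, 90 min dark compound exposure, 60 min detection. Detection: beta-gal luminescence. Evaluation: APJ–arrestin association signal. Controls: negative DMSO alone, positive Apelin-13 at 10 nM.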
# TIM10 inh – TIM10 yeast growth inhibition; S. cerevisiae TIM10 strain growth, BacTiter-Glo luminescence, 24 h; hit rate 1.4% among 330,000; AID 463195; inhibition, % at 10 µM;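 active means inhibition of 40% or more at the single tested concentration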;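 further: wild-type TIM10 isogenic control strain grown at permissive 25 °C; 0% = DMSO yeast wells and 100% = minimal medium wells without yeast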
# UPR XBP1 act – activators of adaptive arm of unfolded protein response (XBP1). CHO-XBP1 luciferase reporter, IRE1-XBP1 UPR activation, luminescence; percent of tunicamycin response, DMSO as zero. activation, % at 20 µM. hit rate 0.33% among 330,000. AID 463104;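 active means versus positive control, 20 µM dose yields 30% or more activation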;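 further: 100% = tunicamycin at 10 µg/mL and 0% = DMSO only wells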
#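 Material: IRE1-XBP1 luciferase reporter CHO line / Quantity: one thousand reporter cells per well / Buffer or medium: F12 with 10% serum / Compound: 20 µM single concentration, DMSO 1% / Times: 6 h treatment, 37 °C / Detection: Steady-Glo luciferase glow luminescence, 10 min after reagent addition / Benchmarks: tunicamycin high, DMSO low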
# tim23-1 inh – inhibits growth of tim23-1 mutant yeast. S. cerevisiae tim23-1 growth, BacTiter-Glo luminescence, 24 h. inhibition, % at 20 µM. hit rate 1.3% among 330,000. AID 463212;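 active means growth inhibition of the mutant yeast at or above 50%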;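 further: temperature-sensitive mutant grown at 25 °C; plate controls were DMSO-treated mutant yeast for no effect and medium wells lacking yeast for full effect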
# NR3A LBD binder – NR3A (human) ligand-binding domain modulation. Tm shift relative to glycine control, % at 25 µM. AID 1259313. hit rate 2.5% among 340,000. NR3A LBD differential scanning fluorimetry, Tm shift; 0% = protein alone, 100% = glycine-bound protein;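 active means melting temperature shift of at least 10% of the positive control shift, at one fixed dose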
# tim10-1 inh – inhibits growth of tim10-1 mutant yeast; S. cerevisiae tim10-1 ts strain growth, BacTiter-Glo, 24 h; inhibition, % at 20 µM; hit rate 2.2% among 330,000;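 active means inhibition of at least 40%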;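 further: mutant grown at 25 °C; 0% = DMSO wells with yeast and 100% = wells holding no yeast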
# Starred values were filed as active, the others as inactive; / = no result given; & = joins results of further samples.
compound,NLRP3 yeast inh,UPR CHOP act,Mdm2 MdmX PPI,APJ agonist,TIM10 inh,UPR XBP1 act,tim23-1 inh,NR3A LBD binder,tim10-1 inh
N#CC1=C(N)Oc2n[nH]c(-c3ccncc3)c2C1c1ccsc1 (stereo not drawn),1.0,-1.0,-4.0,-0.5,19.9,1.2,9.2,0.5,19.0
CCC(C)C(=O)Nn1c(C2CC2)nc2cc(OC)c(OC)cc2c1=O (stereo not drawn),-5.5,-0.8,18.6,-5.3,22.9,-1.6,-5.5,0.5,18.8
Nc1nc(NC(=O)/C=C\C(=O)O)nn1-c1ccccc1,-4.8,1.3,-0.3,-2.8,0.6,-2.1,12.5,-4.4,-7.3
Cc1nc(N2CCN(Cc3nc4ccccc4[nH]3)CC2)c2oc3ccccc3c2n1,-0.5,-0.3,19.0,-4.5,15.9,4.0,-4.0,-18.7,-6.6
COc1cc(C)c(C(=O)Oc2cc(C)c(C(=O)O)c(O)c2)c(O)c1,5.1,3.4,-12.3,-0.9,2.6,-1.1,17.9,-12.8,11.7
O=C1COc2ccc(N3C(=O)c4ccccc4C3=O)cc2N1,-12.1,-1.0,-21.3,-5.6,10.4,-3.1,-1.1,/,7.1
Cc1cc(NC(=O)c2cccc(F)c2)no1,-0.1,1.1,5.6,-3.0,1.8,1.5,4.1,-0.7,-1.3
O=C(NCCc1ccccc1)C(=O)NCC1OCCN1S(=O)(=O)c1ccc2c(c1)OCCO2 (stereo not drawn),1.6,0.8,-3.1,-0.8,0.7,-5.7,-2.9,-0.8,6.0
COc1ccccc1NS(=O)(=O)c1ccc(Cl)c(NC(=S)NC(=O)C2CCCC2)c1,11.2,2.2,32.4,-2.7,37.3,-1.3,34.6,1.0,36.6
COc1ccc(N2CCN(c3ncccn3)CC2)cc1,18.0,3.5,-25.5,0.0,0.2,3.9,12.5,-2.4,13.0
O=C1C=C(c2ccc(-c3ccccc3)cc2)C[C@@H](c2ccc3c(c2)OCO3)C1,12.2,1.4,15.4,-1.1,-6.1,-2.9,10.0,0.8,12.2
CCOc1ccc(S(=O)(=O)N/N=C(\C)c2ccc3c(c2)OCO3)cc1,11.4,-0.1,11.7,6.4,7.5,-6.7,27.4,3.9,16.4
CSc1ccccc1NS(=O)(=O)c1ccc2c(c1)OCCO2,27.5,0.5,-17.2,-2.0,25.2,-1.8,24.1,2.0,21.2
Cc1c(CC(C)C)nc(N)c(C#N)c1-c1ccccc1,6.2,-0.9,42.8,-3.0,5.1,0.1,17.9,1.5,15.5
O=C(/C(=C/c1ccccc1)c1ccccc1)N1CCCCC1,-12.4,-1.9,11.9,-3.1,18.3,-1.2,21.0,-2.4,32.9
O=C1CC[C@H](N2C(=O)c3ccccc3C2=O)C(=O)N1,17.1,0.9,20.7,-1.6,2.3,-10.5,-3.3,0.0,-23.5
COCCn1c(C)cc(C(=O)COC(=O)c2ccc(Br)o2)c1C,21.0,-3.8,26.1,-1.8,5.7,-9.2,11.6,-0.6,7.0
CSc1ccc(/C=C2/C(=N)N3N=C(CC(=O)N4CCCC4)SC3=NC2=O)cc1,-3.2,-0.1,27.4,3.3,11.2,0.7,11.8,-1.6,12.2
CCCc1cc(C(=O)Nc2sc(C)c(C)c2C(=O)OCC)no1,-6.0,3.0,14.0,0.0,6.0,0.2,25.8,-1.5,11.0
CCOC(=O)c1ccccc1NC(=O)CN1C(=O)c2ccccc2S1(=O)=O,11.9,-1.0,3.8,-2.0,3.9,0.5,0.3,1.4,-7.0
COc1cc(/C=C2/SC(=S)N(CCC(=O)Nc3ccc(C(=O)O)cc3)C2=O)cc(OC)c1OC,19.6,0.7,14.3,-7.1,0.9,-4.0,4.3,0.8,4.6
O=C1/C(=C/c2ccc(Cl)cc2)NC(=S)N1Cc1cccnc1,30.0,0.2,5.1,-0.7,9.7,0.4,17.9,-2.8,3.8
COc1ccc2nc(SCC(=O)N3CCNC3=O)[nH]c2c1,7.2,3.7,-20.4,-3.3,0.1,1.9,-1.9,-3.1,9.6
O=C(CSc1nnc(-c2cccnc2)n1Cc1ccco1)NCc1ccc2c(c1)OCO2,6.8,-0.9,19.4,-1.6,-4.0,0.9,10.6,-2.6,17.4
O=C(Cn1nnc2ccccc21)OCC(=O)c1ccc(Cl)c(Cl)c1,3.3,-1.4,10.0,-8.9,-5.3,-1.4,15.2,2.2,26.1
O=c1[nH]nc(Cc2ccc(Cl)cc2)c2ccccc12,7.0,1.6,21.9,2.3,5.6,-0.5,31.7,-0.4,21.2
CC(=O)c1cc(CN2CCC(C(=O)Nc3cccc(-c4cscn4)c3)CC2)cs1,5.5,0.0,19.1,-1.1,7.7,-5.3,9.4,2.2,7.4
CSCCC(NS(=O)(=O)c1ccc2c(c1)oc(=O)n2C)C(=O)NC1CCCc2ccccc21 (stereo not drawn),8.9,5.7,-0.8,-8.3,-7.8,-3.2,4.1,0.1,2.5
Cc1ccc(F)c(Oc2cc(NN3CCCCC3)c([N+](=O)[O-])cc2[N+](=O)[O-])c1,23.3,1.9,37.4,-4.5,3.1,-3.6,-21.1,2.9,12.1
CCOC(=O)C1CCN(S(=O)(=O)c2ccc3c(c2)N(C(C)=O)CCO3)CC1,9.7,1.0,20.9,1.7,4.7,-1.8,-2.9,0.4,-1.9
COc1cccc(C(=O)NC2CC3CCC(C2)N3Cc2ccccc2)c1 (stereo not drawn),8.1,1.1,2.3,-2.6,-2.0,-4.5,-4.2,-1.4,-9.3
CC(C)NC(=O)COC(=O)c1cc(Br)ccc1Cl,19.0,1.3,0.5,-3.2,10.0,-2.0,7.7,2.7,-4.4
COc1cc(/C=C/C(=O)O)cc(S(=O)(=O)N2CCCc3ccccc32)c1OC,21.8,-0.1,6.1,-3.6,-0.9,-2.8,13.2,0.1,-3.4
Cc1ccc(OCCSc2cc(C)nc(N)n2)cc1,14.3,2.1,7.3,-2.2,8.3,-1.0,-5.5,2.9,21.1
Cc1ccc2[nH]c3c(c2c1)CN(C)CC3,26.3,0.0,-8.3,-4.1,-7.8,-6.0,7.2,-1.0,-0.6
CCCCCC(=O)Nc1nnn(CCC)n1,-6.9,0.2,-0.9,-1.9,-1.3,0.9,14.7,0.6,4.2
CC(C)(C)NC[C@H](O)COc1nsnc1N1CCOCC1,1.1,0.1,0.0,-4.0,-1.6,-8.0,-1.3,-2.4&-3.8&1.9,8.5
COc1ccccc1OCCNC(=O)c1cc(=O)[nH]c2ccccc12,2.7,-1.6,2.1,-3.8,0.6,-0.5,-1.0,0.3,-9.8
COc1ccc2c3c(cccc13)N(C)N=C2C,18.8,1.1,10.6,9.7,8.8,-0.8,12.5,-1.9,8.2
O=C(COC(=O)CNC(=O)c1ccccc1)Nc1ccc(Cl)cn1,5.9,-0.3,21.2,0.4,-3.2,-1.3,-9.4,-1.0,-21.8
O=C(Nc1ccccn1)C1CCN(S(=O)(=O)c2ccccc2)CC1,16.2,-1.9,-12.4,-1.1,2.2,-0.4,3.0,-2.2,3.4
Cc1cc(O)cc(C)c1Cl,23.4,0.5,11.4,-5.0,-4.6,-5.7,3.8,0.0,0.6
COc1ccc(-n2ncc3c(NCCCn4ccnc4)ncnc32)cc1,-5.7,5.8,-8.0,-1.8,-7.8,-1.1,-0.7,-0.2,4.2
O=C(Nc1ccccc1Cl)c1ccccc1,-18.5,4.6,-0.6,-2.7,-8.9,-0.3,10.3,-1.8,10.3
Cc1cc(NC(=O)C2C3C=CC(C3)C2C(=O)O)no1 (stereo not drawn),1.6,1.4,-22.5,1.2,-7.9,-1.2,21.7,1.7,0.2
COc1ccc(S(=O)(=O)Nc2cccc3c2O[C@H](CN(C)CC2CC2)[C@@H](C)CN([C@H](C)CO)C3=O)cc1,13.0,-1.6,-3.8,-2.4,11.0,0.1,-10.2,1.9,-1.2
O=C(NC1CCCCC1)c1cc2nc3c(c(C(F)(F)F)n2n1)CCCC3,15.9,8.4,-47.7,0.8,11.3,-2.5,37.0,1.5,19.6
CCN(CC)c1ccc(-c2c(C#N)c(N)nc(OC)c2C#N)cc1,2.9,-0.2,44.1,0.1,-4.4,3.6,9.5,-11.3,27.9
Cc1ccc(OCC(=O)Nc2cc(S(=O)(=O)N3CCCCC3)ccc2C)c([N+](=O)[O-])n1,25.0,-1.1,16.1,1.7,1.0,-3.3,11.2,-4.0,12.1
CCc1ccc(S(=O)(=O)Nc2ccc(O)c3ccccc23)cc1,16.7,9.1,34.4,4.4,22.6,-0.2,34.8,-5.2,35.4

# Next part
compound,NLRP3 yeast inh,UPR CHOP act,Mdm2 MdmX PPI,APJ agonist,TIM10 inh,UPR XBP1 act,tim23-1 inh,NR3A LBD binder,tim10-1 inh
N#Cc1nc(COc2ccc(Cl)cc2)oc1N1CCCC1,55.6*,1.8,13.1,-6.1,7.3,-1.0,26.0,-4.3,22.9
CCOc1ccc(C(=O)NC(=S)Nc2ccc(N3CCOCC3)c(Cl)c2)cc1[N+](=O)[O-],19.8,0.5,-7.9,-6.1,-2.6,-3.3,0.0,-3.1,1.1
Cc1nc2ccc(NC(=O)c3cncc(Br)c3)cc2s1,-10.9,0.4,11.6,-0.8,12.0,6.2,1.0,0.8,-21.6
Cc1ccc(OC(=O)CCC(=O)NC(C)c2ccccc2)cc1 (stereo not drawn),11.4,-2.7,10.6,4.1,-1.4,-1.5,16.9,0.2,14.2
Cc1ccc(-c2nnn(CC(=O)N(CC(=O)NC3CCCC3)c3cccc(F)c3)n2)o1,3.7,0.6,-6.0,0.2,7.0,-3.6,-1.9,-1.5,-13.2
C=CCNC(=O)CSc1nc2sc3c(c2c(=O)n1CCC)CCC3,14.0,2.6,2.2,-2.2,10.1,-8.2,21.2,-1.8,-9.1
COc1ccccc1CNC(=O)CN1C(=O)c2ccccc2S1(=O)=O,13.9,0.4,23.9,-1.3,-4.9,1.6,4.4,-1.7,-10.3

# Complete entries from above. Values in the order: NLRP3 yeast inh	UPR CHOP act	Mdm2 MdmX PPI	APJ agonist	TIM10 inh	UPR XBP1 act	tim23-1 inh	NR3A LBD binder	tim10-1 inh
# `C=CCNC(=O)CSc1nc2sc3c(c2c(=O)n1CCC)CCC3` across the screens: 14.0	2.6	2.2	-2.2	10.1	-8.2	21.2	-1.8	-9.1
# `Cc1ccc(OC(=O)CCC(=O)NC(C)c2ccccc2)cc1` (stereo not drawn) across the screens: 11.4	-2.7	10.6	4.1	-1.4	-1.5	16.9	0.2	14.2
# `COc1ccccc1CNC(=O)CN1C(=O)c2ccccc2S1(=O)=O` across the screens: 13.9	0.4	23.9	-1.3	-4.9	1.6	4.4	-1.7	-10.3
# `Cc1nc2ccc(NC(=O)c3cncc(Br)c3)cc2s1` across the screens: -10.9	0.4	11.6	-0.8	12.0	6.2	1.0	0.8	-21.6
